# Compound activity: PubChem BioAssay, several laboratories
# FLuc inh counter = inhibits firefly luciferase, flagging false hits in luciferase inhibition screens | P08659 | ATPLite firefly luciferase biochemical luminescence, 10 min | inhibition, % at 10 µM | actives 1.5% (n = 200,000);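 active means inhibition above about 50% when tested at 10 µM, limit read from the data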
# Target sequence (P08659 whole entry, looked up): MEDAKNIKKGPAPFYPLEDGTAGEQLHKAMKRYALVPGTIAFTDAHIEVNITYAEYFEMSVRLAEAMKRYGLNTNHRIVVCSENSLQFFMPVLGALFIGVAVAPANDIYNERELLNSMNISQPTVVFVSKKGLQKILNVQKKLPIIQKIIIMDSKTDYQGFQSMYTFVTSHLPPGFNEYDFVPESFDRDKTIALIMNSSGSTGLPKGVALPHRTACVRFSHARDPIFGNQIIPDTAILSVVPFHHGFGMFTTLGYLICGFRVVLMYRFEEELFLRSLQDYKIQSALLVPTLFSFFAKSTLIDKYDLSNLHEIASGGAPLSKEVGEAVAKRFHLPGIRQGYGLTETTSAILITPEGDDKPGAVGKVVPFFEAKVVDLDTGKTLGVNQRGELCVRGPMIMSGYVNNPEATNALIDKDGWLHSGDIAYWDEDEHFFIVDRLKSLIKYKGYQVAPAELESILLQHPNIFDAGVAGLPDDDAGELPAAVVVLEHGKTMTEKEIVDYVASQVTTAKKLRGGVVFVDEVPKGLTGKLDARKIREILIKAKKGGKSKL
# STAT3 inh = reduces IL-6 driven STAT3 reporter signal; actives 0.89% (n = 190,000); inhibition, % at 5.5 µM; U3A cells, IL-6 STAT3-luciferase reporter, luminescence; host cell line lacks STAT1;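 active means inhibition above the mean inhibition across all screened compounds plus 3 SD, cut at about 44% in these data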;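 further: 0% = DMSO only wells and 100% = 100 µM nifuroxazide control wells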
# NF-kB expr up = compounds increasing NF-kB expression in human neuronal cells | NF-kB reporter expression; hits give high values | actives 1.6% (n = 190,000) | fold change at 12.5 µM; in the data active means fold change above about 3.3
# RAM inhibit = yeast RAM network inhibition; inhibition, % at 50 µM; S. cerevisiae dse1pr::URA3 reporter, 5-FOA growth OD615, 2 d; analog-sensitive cbk1-as2 kinase mutant strain; actives 1.8% (n = 190,000);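 active means inhibition above a set limit, 3 SD over mean compound inhibition, cut at about 8.4% in these data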;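 further: 0% = DMSO-only wells with no growth and 100% = 10 µM 1-NA-PP1 full growth; inhibition rescues growth on 5-FOA so higher OD means more RAM inhibition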
# APP transl inh = APP translation inhibition; SH-SY5Y APP 5'UTR-luciferase reporter, luminescence; inhibition, % at 2 µM; actives 0.82% (n = 190,000); AID 1285;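 active means inhibition above a set limit, derived from the sample mean plus 3 SD, cut at about 45% in these data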; further: values of inactives mirror those of a sister screen read the other way
# Hsp70 activator = transcriptional activators of Hsp70; activation, % at 10 µM; HeLa Hsp70 promoter luciferase reporter, luminescence; scaled: vehicle 0, proteasome-inhibitor control 100%; actives 0.04% (n = 200,000); AID 1203;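 active means activation above the mean across all tested compounds plus 3 SD, cutoff set per campaign, cut at about 5.5% in these data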;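 further: 100% = MG132 at 30 µM as the positive control and 0% = DMSO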
# STAT1 blocker = STAT1 signaling inhibition; NIH 3T3 STAT1-luciferase reporter, IFN-gamma, luminescence; inhibition, % at 5.5 µM; actives 0.35% (n = 200,000); AID 920;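 active means inhibition above a set limit, the mean inhibition across all tested compounds plus 3 SD, cut at about 34% in these data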;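 further: 0% = IFN-gamma with DMSO and 100% = IFN-gamma with 300 µM nifuroxazide; values of inactives mirror those of a sister screen read the other way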
# STAT3 act = increases IL-6 driven STAT3 reporter signal | activation (% of control), % at 5.6 µM | AID 871 | actives 0.91% (n = 190,000) | U3A cells, IL-6 STAT3-luciferase reporter, luminescence; 100% = signal with IL-6 EC80 alone;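 active means activation above the screen-wide mean of compound activation plus 3 SD, cut at about 130% in these data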;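 further: 0% = background luminescence of wells with medium and substrate only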
#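 Detection: reporter luminescence signal / Assay system: STAT1-lacking human U3A cells, STAT3 luciferase reporter / Incubation: compound pre-incubation 1 h before IL-6, then 6 h stimulation at 37 °C / Control set: IL-6-only high control / Read-out: % activation relative to IL-6 control / Probe or stimulus: Interleukin-6, 33 ng/mL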
# STAT1 activator = STAT1 signaling activation | NIH 3T3 STAT1-luciferase reporter, IFN-gamma, luminescence; 100% = IFN-gamma alone, no compound | activation (% of control), % at 5.5 µM | actives 2.6% (n = 200,000) | AID 932;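 active means activation above the screen-wide mean activation plus 3 SD, cut at about 130% in these data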;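 further: raw ratio to IFN-gamma control signal so 100% means no change and 0% no light; values of inactives mirror those of a sister screen read the other way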
# APP 5'UTR act = APP 5'UTR luciferase reporter activation; SH-SY5Y APP 5'UTR luciferase reporter, luminescence; zero percent = DMSO vehicle wells; activation, % at 2 µM; actives 1% (n = 190,000);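 active means activation above a set limit, based on mean plus 3 SD of controls, cut at about 140% in these data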; further: values of inactives mirror those of a sister screen read the other way
# An asterisk follows results filed as active; . = no result given.
SMILES,FLuc inh counter,STAT3 inh,NF-kB expr up,RAM inhibit,APP transl inh,Hsp70 activator,STAT1 blocker,STAT3 act,STAT1 activator,APP 5'UTR act
Cc1cc(NC(=O)Cn2c(=O)n(Cc3ccccc3)c(=O)c3ccccc32)no1,4,1,1.1,2.9,-14,-0.5,16,104,85,14
Cc1sc(N2C(=O)C3C4C=CC(C4)C3C2=O)c(C#N)c1C (configuration not stated),0,16,1,1.3,-1,-0.4,0,88,100,1
Cc1ccc(-n2cc(CNC(C)c3cnn(C)c3)c(-c3ccc(F)cc3)n2)cc1 (configuration not stated),1,14,0.68,0.8,19,-0.4,-10,92,109,-19
CCOCCCNCc1ccc(OCc2ccccc2Cl)cc1,-4,2,0.84,0.8,-19,-0.1,3,103,97,19
COCCn1c(C(=O)N2CCCC2)cc2c1C[C@H]1CN(C(=O)c3ccccc3)[C@@](Cc3ccc(F)cc3)(C(=O)OC)[C@@H]21,0,1,0.89,0.9,8,0.1,2,96,98,-8
O=C(Cc1cccs1)N1CCN(S(=O)(=O)c2ccccc2)CC1,-7,8,0.87,1.5,-7,-0.4,-7,98,106,7
CCOC(=O)c1ccc(Nc2nnc(C(C)(C)C)c(=O)[nH]2)cc1,6,15,0.76,2.5,1,-0.2,-2,89,102,-1
Cn1nnnc1NCc1c(F)cccc1Cl,3,3,1.1,0.9,2,-0.1,-2,101,102,-3
CN(c1ccc(C(=O)NCC2CCCO2)cc1)S(=O)(=O)c1ccccc1 (configuration not stated),-4,11,0.94,1.7,20,-0.2,-6,98,106,-20
O=C(CN1CCOCC1)Nc1ncc(Cc2cccc(Cl)c2Cl)s1,-5,8,0.88,0.4,5,-0.3,-3,95,103,-5
O=C1COc2ccc(C(=O)COC(=O)c3cccnc3Cl)cc2N1,3,5,1.3,4.4,-4,-0.1,-8,96,109,4
Cc1ccc2c(n1)CC(C)(C)CC2=O,-6,12,0.96,1.7,-4,0.3,-9,96,108,4
Cc1cc(C)cc(C(=O)NCCCc2ccccc2)c1,2,12,0.92,1.2,-2,0.2,-2,98,100,2
O=C(Cn1nc(-c2ccc3c(c2)OCCO3)ccc1=O)Nc1cccc(NC(=O)c2ccccn2)c1,2,13,1.1,4.3,2,-0.3,-5,95,104,-2
CC(=O)NC(NC(C)=O)c1cccc(OCc2ccccc2)c1,-7,2,1.5,3.0,-5,-0.3,9,100,92,5
CCCc1cc(=O)[nH]c(SCC(=O)C(C)(C)C)n1,-7,8,0.86,-0.7,0,-0.2,4,97,97,0
O=C(Nc1ccc2oc(=O)ccc2c1)c1ccccc1[N+](=O)[O-],-8,8,1.3,1.2,18,-0.3,-3,94,103,-18
NC(=O)NC(=O)Nc1ccccc1Cl,-2,-6,1,0.5,-16,0.1,1,107,99,16
CCC(CC)=NNc1cccc([N+](=O)[O-])c1,-1,4,1.3,0.9,1,-0.2,8,93,92,-1
O=C(NCc1ccc(F)cc1)C1CCN(S(=O)(=O)N2CCC3(CC2)OCCO3)CC1,3,10,1.3,-0.6,-25,-0.5,13,95,88,25
O=C1CCCC(O)=C1C=Nc1ccc(O)cc1,-9,6,1.9,0.7,13,0.1,-9,99,108,-13
COC(=O)c1ccccc1NC(=O)CN1CCOCC1,-4,2,1.1,3.7,-11,0.1,4,101,96,11
O=C(CCl)Nc1cc(S(=O)(=O)N2CCCCCC2)ccc1Cl,-5,9,1.5,1.3,-25,0.0,-5,95,104,25
COc1ccc(/C=C/C(=O)OCc2cccc([N+](=O)[O-])c2)cc1,-4,23,1.1,5.2,-3,-0.1,-2,84,102,3
CC(C)NC(=O)COc1cccc2ccccc12,-3,-5,1.3,2.4,-4,0.0,-4,104,104,4

# Following part
SMILES,FLuc inh counter,STAT3 inh,NF-kB expr up,RAM inhibit,APP transl inh,Hsp70 activator,STAT1 blocker,STAT3 act,STAT1 activator,APP 5'UTR act
COc1ccccc1NS(=O)(=O)c1ccc(NN=C2CCCC2)c([N+](=O)[O-])c1,-4,27,0.68,4.7,-13,-0.5,19,74,82,13
COC(=O)c1cn(C)c2ccc(S(=O)(=O)N3CC(C)CC(C)C3)cc2c1=O (configuration not stated),-7,9,0.95,2.7,0,-0.3,-1,95,101,0
Cc1cccc(N2CCN(C(=O)Cn3cccc3)CC2)c1C,-3,16,1.1,1.4,3,-0.1,7,93,93,-3
Cc1nc2ccccc2n1CC(=O)N/N=C\c1ccccn1,-7,8,1,1.6,-4,-0.1,11,100,90,4
COCCN(Cc1cc2cccc(C)c2[nH]c1=O)C(=O)c1ccccc1,-8,10,0.84,0.9,-10,-0.1,-3,96,103,10
CC1=C(C(=O)N2CCOCC2)C(c2ccsc2)C2=C(CCCC2=O)N1 (configuration not stated),-4,4,1,1.8,13,-0.2,3,98,99,-13
COc1ccc(C2CC(c3ccccc3)=NN2c2ccc(N)cc2)cc1 (configuration not stated),-1,21,1.4,6.4,-7,0.1,-46,86,141*,7
COc1cccc(OCC(O)CN2CCC(C)CC2)c1 (configuration not stated),-5,4,1.2,1.8,0,-0.3,-10,101,109,1
Cc1ccc(SCc2ccc(C(=O)NCc3cccnc3)cc2)cc1,0,0,0.84,-0.8,-33,-0.4,-9,103,108,33
Cc1c(N2C(=O)/C(=C\C3CC=CCC3)SC2=S)c(=O)n(-c2ccccc2)n1C (configuration not stated),-4,3,1,-0.2,-2,-0.2,12,103,87,2
COc1cc2c(cc1OC)C1Cc3ccc(OC)c(OC)c3CN1CC2 (configuration not stated),-5,15,1.1,1.5,-1,-0.4,-6,91,106,1
COc1ccc(-c2nnc3sc(C(C)N4C(=O)c5ccccc5C4=O)nn23)cc1 (configuration not stated),2,-26,0.89,0.8,-8,-0.3,2,127,98,8
COc1ccc(N2Cc3cccc(C(=O)NC(C)CCc4ccco4)c3C2=O)cc1 (configuration not stated),-5,19,0.88,7.2,1,0.0,1,89,99,-1
C=CCSC1=NN2CCS(=O)(=O)N=C2S1,-2,1,1,1.2,-7,-0.2,-1,103,98,7
c1ccc(-c2cnn3nnnc3n2)cc1,-3,14,1.1,4.7,0,-0.3,6,94,95,0
O=C1c2ccccc2C(Nc2cccnc2)N1Cc1ccccc1 (configuration not stated),-5,-6,1.1,-0.8,-2,-0.1,2,113,98,2
CCOC(=O)Cc1csc(NC(=O)CCNS(=O)(=O)c2ccc3c(c2)CCC(=O)N3)n1,-6,9,1,1.8,8,0.0,2,96,98,-8
CCc1cccc(CC)c1NC(=O)c1ccc(-n2cncn2)nc1,-3,0,1.3,1.4,-2,-0.2,-1,106,99,2
CCNc1nc(SC(C(C)=O)C(C)=O)nc(N(C)C)n1,-5,-14,1,-0.5,-8,0.3,-3,113,102,8
Cc1cccc(N(CC(=O)NCC2CCCO2)C(=O)CCC(=O)Nc2cc(C)on2)c1 (configuration not stated),-6,6,1.3,1.1,-17,-0.2,3,100,98,17
CCOC(=O)NN1C(=O)c2ccccc2NC1c1ccc(OC)cc1OC (configuration not stated),-3,6,0.92,-0.6,15,-0.3,-2,104,100,-15
CCN(CC)S(=O)(=O)c1ccc(C(=O)NCc2ccc3c(c2)OCO3)cc1,-3,6,1.1,0.7,4,-0.1,6,102,94,-4
O=C(NNC(=S)NC(=O)c1cccs1)c1ccc(NC(=O)c2ccccc2)cc1,11,1,0.91,3.4,15,-0.5,7,101,93,-15
CCOC(=O)c1c(-c2cccc3ccccc23)csc1NC(=O)C1C2CCC(O2)C1C(=O)O (configuration not stated),-5,-3,1.2,3.2,3,-0.5,5,103,96,-3
O=C(Nc1ccc2ccccc2c1)NC1CCS(=O)(=O)C1 (configuration not stated),-4,6,1.6,2.6,13,-0.3,2,96,97,-13

# (further entries)
SMILES,FLuc inh counter,STAT3 inh,NF-kB expr up,RAM inhibit,APP transl inh,Hsp70 activator,STAT1 blocker,STAT3 act,STAT1 activator,APP 5'UTR act
CCOc1ccc(NC(=O)CSc2nc(C)cc(C)n2)cc1,-4,0,.,0.6,-3,-0.5,12,101,88,3
CC#CC[N+](C)(CC#CC)CC(=O)c1ccccc1,-2,6,1,-0.5,16,-0.2,-5,98,103,-16
COc1ccc(OC)c(NC(=O)CSc2nnc(Cn3nnc4ccccc43)n2C)c1,-5,10,1.2,0.9,-10,0.3,10,94,91,10
CC(C)(C)N(NC(=O)c1ccccc1)C(=O)c1ccc(C(=O)N(NC(=O)c2ccccc2)C(C)(C)C)cc1,1,2,1.1,4.2,11,-0.3,12,97,89,-11
Cc1[nH]n(-c2ccccc2)c(=O)c1C=Nc1ccc2[nH]c(=O)[nH]c2c1,-2,-2,0.97,5.4,-6,-0.2,2,98,98,6
COCCNC(=O)c1ccc2c(c1)ncn2-c1ccc(F)c(F)c1,-3,18,1.1,1.6,1,-0.5,-23,88,121,-1
CCOc1nc2ccccc2nc1C,-10,6,1.4,1.0,12,-0.1,4,98,96,-12
Cc1nn(-c2ccccc2)c(C)c1/C=N/NC(=O)c1cc(-c2ccc(Br)s2)[nH]n1,-3,14,0.4,1.9,8,-0.1,-3,94,103,-8
COC(=O)CSc1cc(C(=O)c2nccn2C)c2ccccc2n1,-4,4,1.3,1.9,-5,-0.3,2,103,98,5
COc1ccc(C(=O)N(Cc2ccco2)C(C(=O)NC2CCCC2)c2ccc(O)cc2)cc1OC (configuration not stated),-5,0,0.35,1.0,-10,0.1,9,100,92,10
CCN(CC)CCNC(=O)NC1CCCCC1,-6,0,1.1,-0.7,-14,0.0,6,103,95,14
O=C1CC(N2CCC(O)(c3ccc(Cl)cc3)CC2)C(=O)N1Cc1ccc(N2CCCC2=O)cc1 (configuration not stated),-6,12,1,-0.5,0,-0.4,18,91,84,0
CC[n+]1ccc(C[n+]2ccccc2)c2ccccc21,-3,0,0.96,0.3,17,-0.4,-13,98,111,-17
CC(C)(C)c1csc(N/N=C/c2cccnc2)n1,28,5,3,1.4,-77,0.3,-54,96,150*,77
Cc1c(C(=O)NC(C)C)c(-c2ccccc2)nn1-c1ccccc1,-1,17,0.98,3.0,-10,-0.5,-4,87,104,10
O=C1OC(c2ccccc2)c2ccc3ccccc3c21 (configuration not stated),-4,11,0.93,1.8,-8,-0.3,0,94,100,8
CCOC(=O)C1CCN(C(=O)COC(=O)COc2ccccc2OC)CC1,-2,10,1,3.0,-7,0.1,12,96,89,7
CCN(CC)c1ccc(/C=C(/C#N)c2nc3ccc(C)cc3[nH]2)c(OC(C)C)c1,6,12,1.1,0.1,-24,0.0,-2,90,102,24

# Part of the list above, tab-delimited:
compound	FLuc inh counter	STAT3 inh	NF-kB expr up	RAM inhibit	APP transl inh	Hsp70 activator	STAT1 blocker	STAT3 act	STAT1 activator	APP 5'UTR act
CCOc1ccc(NC(=O)CSc2nc(C)cc(C)n2)cc1	-4	0	.	0.6	-3	-0.5	12	101	88	3
CC#CC[N+](C)(CC#CC)CC(=O)c1ccccc1	-2	6	1	-0.5	16	-0.2	-5	98	103	-16
COc1ccc(OC)c(NC(=O)CSc2nnc(Cn3nnc4ccccc43)n2C)c1	-5	10	1.2	0.9	-10	0.3	10	94	91	10
CC(C)(C)N(NC(=O)c1ccccc1)C(=O)c1ccc(C(=O)N(NC(=O)c2ccccc2)C(C)(C)C)cc1	1	2	1.1	4.2	11	-0.3	12	97	89	-11
Cc1[nH]n(-c2ccccc2)c(=O)c1C=Nc1ccc2[nH]c(=O)[nH]c2c1	-2	-2	0.97	5.4	-6	-0.2	2	98	98	6
